# APE1 inh: APE1 (human) endonuclease inhibition; recombinant APE1, TAMRA/BHQ-2 abasic DNA cleavage fluorescence; Potency, µM (series often up to 65.8 µM), inactives show top-dose activity change, negative = inhibition, usual class: inhibitors; 0.35% of 350,000 active;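 further: potency means the concentration at half of the fitted maximal effect; plate controls were vehicle for no effect and reference inhibitor for full effect; nearly all actives have a fitted effect of over 55% in size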
#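 Activity was derived from the fluorescence gain between first and third kinetic reads (60 s intervals, ex 525/em 598 nm) after 50 nM THF-abasic TAMRA/BHQ-2 duplex was added to 0.75 nM APE1 preincubated 15 min with compound.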
# BLM helicase inh: blocks DNA unwinding by human BLM helicase | recombinant BLM DNA unwinding, fluorescence dequenching | Potency, µM (series often up to 56.1 µM), inactives show at the top dose activity change, negative = inhibition, usual class: inhibitors | AID 2528 | 0.2% of 350,000 active;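 further: potency means the concentration at half of the fitted maximal effect; plate controls were vehicle for no effect and no enzyme for full effect; nearly all actives have a fitted effect of over 35% in size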
# Pol beta inh: DNA polymerase beta (human) inhibition; Pol beta primer extension/strand displacement, fluorescence kinetic; Potency, µM (top dose mostly 114 µM), for the others: at the top dose activity change, negative = inhibition, hits mostly inhibitors; AID 485314; P06746; 1.3% of 340,000 active; further: potency means the concentration at half of the fitted maximal effect; on the % scale 0 is the no-effect control and ±100 the full control effect
#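 Kinetic readout of DNA synthesis with strand displacement by Pol beta. Compound and 10 nM enzyme sit 15 min at room temperature; 50 nM substrate starts the reaction, read immediately and at 10 min.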
# Pol iota inh: DNA polymerase iota (human) inhibition. Q9UNA4. Pol iota fluorescent replication assay, 10 min. Potency, µM (series often up to 115 µM), inactives show at the top dose activity, negative = inhibition, hits mostly inhibitors. 1% of 390,000 active. AID 588590; further: potency means the concentration at half of the fitted maximal effect
#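 Fluorescent replication assay read twice, at 0 min and 10 min after adding 50 nM (final) substrate. Enzyme (10 nM) and compounds were first incubated 15 min at room temperature; enzyme-free buffer wells were negative controls.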
# 12-LOX inh: ALOX12 (human) lipoxygenase inhibition; P18054; purified 12hLO, xylenol orange hydroperoxide absorbance; Potency, µM (top dose mostly 108 µM), without a hit: top-dose activity change, negative = inhibition, actives largely listed as inhibitors; 1.1% of 580,000 active; AID 1671190; further: potency means the concentration at half of the fitted maximal effect; on the % scale 0 is the no-effect control and ±100 the full control effect
# Target sequence (P18054 whole entry, looked up): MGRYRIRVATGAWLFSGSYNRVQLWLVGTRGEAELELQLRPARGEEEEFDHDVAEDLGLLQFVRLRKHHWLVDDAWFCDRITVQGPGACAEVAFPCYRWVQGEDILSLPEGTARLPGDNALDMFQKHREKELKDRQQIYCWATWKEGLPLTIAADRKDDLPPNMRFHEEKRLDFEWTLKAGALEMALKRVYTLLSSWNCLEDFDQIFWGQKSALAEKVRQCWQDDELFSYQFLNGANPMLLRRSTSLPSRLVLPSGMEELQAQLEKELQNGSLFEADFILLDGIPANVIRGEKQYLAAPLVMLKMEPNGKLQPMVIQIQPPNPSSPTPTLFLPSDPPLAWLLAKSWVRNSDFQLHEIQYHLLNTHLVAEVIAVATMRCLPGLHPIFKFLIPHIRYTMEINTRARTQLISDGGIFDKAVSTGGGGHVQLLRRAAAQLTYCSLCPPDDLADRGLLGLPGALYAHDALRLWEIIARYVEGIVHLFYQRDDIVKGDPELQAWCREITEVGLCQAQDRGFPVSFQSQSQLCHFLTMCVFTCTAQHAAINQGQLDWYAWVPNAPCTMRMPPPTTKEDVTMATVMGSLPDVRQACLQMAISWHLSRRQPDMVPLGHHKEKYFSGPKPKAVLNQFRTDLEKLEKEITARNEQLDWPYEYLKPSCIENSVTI
#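 Purified human 12hLO (150 nM final) in 25 mM Hepes, 0.01% Triton X-100, pH 7.0 was preincubated 15 min at room temperature with compound. Then 40 uM arachidonic acid was added, 30 min. Hydroperoxide was read by Fe-XO absorbance ratio 573/405 nm.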
# POLK inh: inhibitors of human DNA polymerase kappa; Potency, µM (series often up to 107 µM), inactives show at the top dose activity, negative = inhibition, actives largely listed as inhibitors; Q9UBT6; purified Pol kappa, fluorescent DNA synthesis assay, 10 min; 0.53% of 400,000 active; further: potency means the concentration at half of the fitted maximal effect; on the % scale 0 is the no-effect control and ±100 the full control effect
#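 50 nM final substrate added after 15 min RT preincubation of 10 nM Pol kappa with compound; fluorescence read at 0 and 10 min.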
# TRHR ag: TRH receptor (human) agonism; activation, % at 2 µM; AID 493084; TRHR cells, calcium flux fluo-8, FDSS agonist mode; 0.18% of 360,000 active; in the data active means activation above about 30%; further: 0% is about no effect
#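 Read-out: compound-evoked intracellular calcium rise in TRHR cells, fluo-8 dye, kinetic FDSS fluorescence at 1 s/cycle following a 10-cycle baseline. Cells cultured overnight before dye loading (30 min–1.5 h, RT).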
# Anesthetic bind: candidate novel general anesthetic via apoferritin binding; Potency, µM (titrated, usually from 77.5 µM), inactives show at the top dose activity change, negative = displacement, usual class: inhibitors; AID 485281; P02791; apoferritin/1-aminoanthracene competitive binding, fluorescence; 0.074% of 350,000 active; further: potency means the concentration at half of the fitted maximal effect; on the % scale 0 is the no-effect control and ±100 the full control effect; nearly all actives have a fitted effect of over 20% in size
# Target sequence (P02791 2-175 limits assumed): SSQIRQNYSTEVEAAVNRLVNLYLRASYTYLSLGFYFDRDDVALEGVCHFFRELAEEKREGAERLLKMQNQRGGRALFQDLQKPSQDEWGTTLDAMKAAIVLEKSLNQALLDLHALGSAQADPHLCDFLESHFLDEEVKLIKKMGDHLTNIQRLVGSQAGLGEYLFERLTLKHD
#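 Probe: 1-aminoanthracene (50% saturated, PBS). Protein: horse-spleen apoferritin, 10 uM. Incubation: 10 min, room temperature. Detection: 380 nm excitation, 535 nm emission. Analysis: normalized response, four-parameter Hill.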
# ERG-DNA inh: blocks human ERG Ets domain binding to DNA | P11308 | fluorescence polarization, His-ERG Ets domain / labelled DNA | 0.028% of 370,000 active | Potency, µM (highest dose often 76.9 µM), for inactives: at the highest dose FP activity, negative = inhibition, hits mostly inhibitors; active means well fitted inhibition curve with a large enough effect in the polarisation, with a control signal flat; inconclusive means small, poorly fitted or top-dose-only effect, or effect the other way, or a change in a side signal; inactive means no such curve, though single readings can be large or run the other way; the % refers to the polarisation;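 further: polarization taken with two DNA probes labelled with fluorescein and Texas red; potency means the concentration at half of the fitted maximal effect; % of control where 0% means no effect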
#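 His-tagged ERG Ets domain (1 uM in the protein solution; 300mM KCl, 50mM Tris-HCl, 1mM EDTA, 1mM DTT, pH 7.5) received compound, then a probe mix of 5 nM fluorescein-DNA and 100nM Texas-615-DNA. Fluorescence polarization was read for both dyes.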
# * marks the source's active call; other numbers are inactive results; ? = inconclusive; nt = not tested or not shown; & = joins results of further samples; [ ] = another dose, or the depositor's remark. Unless noted, the call rests on the fitted dose curve; in most records, active means well fitted curve in the direction sought with a large enough effect; inconclusive means small, poorly fitted or top-dose-only effect, or another doubt; inactive means no such curve, though single readings can be large; an effect the other way counts as inactive or inconclusive. The list is partial (hit frequency here may not be typical).
canonical_smiles	Pol beta inh	APE1 inh	POLK inh	Pol iota inh	BLM helicase inh	TRHR ag	12-LOX inh	ERG-DNA inh	Anesthetic bind
O=C(Nc1cccc(F)c1)c1ccc(CSc2ccccc2)o1	3.9%	6.8%	0.9%	-4.0%	-18.2%	0.6	0.8%	-1.2%	?
Cc1ccc(CSc2nnc(C)c(=O)[nH]2)cc1	-17.1%	-6.5%	-5.4%	-24.4%	1.3%	-0.3	-7.7%	10.9%	-8.0%
CCSc1nnc(NC(=O)C2CC=CCC2C(=O)O)s1 (configuration not stated)	31.6µM*	?	-3.3%	?	0.3%	0.3	141.6%[activator]	-1.7%	-14.1%
CCOC(=O)C1CCN(C(=O)COC(=O)c2c(C)c(CC)nc3ccccc23)CC1	nt	-0.5%	-29.8%	-13.2%	nt	nt	-15.2%	-8.8%	nt
Cc1ccc2c(c1)N(C(=O)CCC(=O)N1CCC(C(N)=O)CC1)CCO2	4.5%	25.7%	11.6%	-13.0%	-0.7%	-0.2	1.5%	-6.3%	-12.0%
O=C(O)C[C@H]1c2ccccc2S(=O)(=O)N1C1CCCC1	nt	nt	-6.5%&-15.0%	17.6%&-7.1%	nt	nt	?	18.0%	nt
NC(=O)Cn1c(S(=O)(=O)Cc2ccccc2)nc2ccccc21	nt	nt	-14.4%	-15.8%	nt	nt	?	-1.5%	nt
COc1ccccc1N1CCN(C(=O)c2nn(-c3ccc(C)cc3)c(=O)n(C)c2=O)CC1	13.5%	nt	-11.0%[60.1 µM]	7.0%	2.9%	-0.3	-4.9%	0.9%	2.4%
O=C(c1cccc(S(=O)(=O)NCCOc2ccccc2)c1)N1CCN(c2ncccn2)CC1	3.4%	-1.7%	-6.5%	21.7%	-1.5%	-0.4	0.0%	-4.2%	-14.3%
Cc1oc(-c2ccccc2)nc1C(=O)OCC(=O)NC(=O)NCC(C)C	23.1%	-0.4%	-8.6%	16.1%	-5.4%	0.2	27.3%&0.0%	-7.0%	-8.8%
CN(C)C(=O)c1ccc(-c2nccc(NCc3cccnc3)n2)cc1	nt	1.0%	1.8%[60.1 µM]	nt	1.3%	nt	?	nt	-1.7%
CCC(C)(c1nnnn1-c1c(C)cccc1C)N(N=O)c1ccccc1Cl (configuration not stated)	1.2%	-6.0%	-23.5%	-3.6%	-7.2%	-0.2	-13.3%	-2.8%	?

# Next part:
canonical_smiles	Pol beta inh	APE1 inh	POLK inh	Pol iota inh	BLM helicase inh	TRHR ag	12-LOX inh	ERG-DNA inh	Anesthetic bind
CC(=O)Nc1c(C(=O)N2CCN(c3ccccn3)CC2)cnn1-c1ccc(C)cc1	-19.6%	1.6%	-2.5%	14.1%	3.3%	0.2	1.1%	nt	-5.6%
CCCN(CC1CC1)c1nc(C)nc(Nc2c(Cl)cc(Cl)cc2Cl)c1Cl	-1.2%[57.1 µM]	9.8%&-3.2%	-11.8%[60.1 µM]	35.4%[activator]	-1.9%	nt	?	30.2%[activator]	nt
CC(C)[C@H](CO)Nc1nc(Nc2ccc(Cl)c(C(=O)O)c2)c2ncn(C(C)C)c2n1	17.7%	-3.2%	15.2%	5.3%	0.7%	0.5	-26.5%	9.0%	17.6%
COc1cccc(/C=N\NC(=O)c2sc(N)nc2C)c1OC	-9.1%	18.0%	-9.2%	-0.1%	0.8%	-1.0	26.6%	-1.7%	-16.0%
COc1ccc(NC(=O)CN(c2ccc(C)cc2)S(C)(=O)=O)c(OC)c1	31.7%[activator]	-5.9%	-7.7%	4.9%	-3.7%	-0.1	-3.7%	-3.6%	-10.5%
O=C(CSc1nnc(-c2c[nH]c3ccccc23)o1)c1ccccc1	14.0%	?	-3.8%	27.9%	-1.2%	0.5	5.7%	nt	-21.9%
Cc1cccc(OCCn2c(-c3ccc(Cl)cc3)nc3ccccc3c2=O)c1	35.8%	nt	-4.6%	-15.9%	-5.3%	-0.8	-6.3%	0.8%	55.2%[activator]
CC(C)(C)OC(=O)N[C@@H](Cc1ccccc1)C(=O)N1CCC(C(=O)N[C@@H](CCC(N)=O)C(=O)O)CC1	1.0%	0.1%	6.6%	-10.7%	-0.1%	1.5	-8.6%	3.0%	7.1%
NNC(=O)CS(=O)(=O)c1ccc(Cl)cc1	12.0%	16.2%	7.3%	19.4%	-3.8%	0.8	-6.2%	1.5%	-22.6%
O=C(O)c1cnc(-c2ccccc2)nc1Oc1ccccc1	2.2%	-1.5%	-11.0%	9.6%	0.0%	0.6	?	5.7%	-1.2%
O=S(=O)(c1ccc(Cl)cc1)N1CCN(Cc2ccncc2)CC1	59.0%	-3.6%	-18.9%	9.9%	0.6%	0.7	-0.3%	2.0%	-3.1%
CCOCCCNCc1ccc(OC)cc1	1.2%	0.3%	-5.7%	9.0%	-1.3%	0.4	?	3.9%	-6.1%

# Ordered by formula weight (low to high): 3 of the compounds above
canonical_smiles	Pol beta inh	APE1 inh	POLK inh	Pol iota inh	BLM helicase inh	TRHR ag	12-LOX inh	ERG-DNA inh	Anesthetic bind
O=C(O)c1cnc(-c2ccccc2)nc1Oc1ccccc1	2.2%	-1.5%	-11.0%	9.6%	0.0%	0.6	?	5.7%	-1.2%
COc1cccc(/C=N\NC(=O)c2sc(N)nc2C)c1OC	-9.1%	18.0%	-9.2%	-0.1%	0.8%	-1.0	26.6%	-1.7%	-16.0%
O=C(CSc1nnc(-c2c[nH]c3ccccc23)o1)c1ccccc1	14.0%	?	-3.8%	27.9%	-1.2%	0.5	5.7%	nt	-21.9%

# Later entries
canonical_smiles	Pol beta inh	APE1 inh	POLK inh	Pol iota inh	BLM helicase inh	TRHR ag	12-LOX inh	ERG-DNA inh	Anesthetic bind
CCn1cc(C(=O)NCCc2ccccc2)c(=O)c2cc(S(=O)(=O)N3CCOCC3)ccc21	3.4%	nt	-14.4%	-13.7%	-9.6%	0.5	-4.3%	?	-4.2%
COCCn1c(=O)c(-c2ccc(OC)cc2)nc2cnc(Oc3ccccc3)nc21	nt	0.7%	-0.2%[60.1 µM]	nt	-7.6%	nt	222.3%[activator]	nt	nt
CCCCn1c(N)c(N(CC(C)C)C(=O)CSCc2c(C)noc2C)c(=O)[nH]c1=O	nt	-0.5%	-9.1%	70.7%[activator]	nt	0.5	-22.6%	-1.8%	nt
COc1cc(NC(=O)CN2C(=O)NC3(CCOc4ccccc43)C2=O)cc(OC)c1 (configuration not stated)	nt	-15.6%	0.5%	26.1%	nt	0.5	4.2%	-5.7%	nt
COc1ccc(OCc2cc(C(=O)N3CCN(C4CCCC4)CC3)no2)c(Cl)c1	-5.5%	-15.6%	-14.1%	44.2%[activator]	-6.0%	0.7	319.8%[activator]	-6.6%	?
Cc1nnc(N/N=C/c2ccc(O)c([N+](=O)[O-])c2)[nH]c1=O	-1.9%	4.6%	0.5%	?	-0.5%	-1.3	-20.9%	0.0%	-8.9%
COc1cccc(/C=C/C(=O)Nc2ccc3nc4n(c(=O)c3c2)CCCC4)c1OC	9.6%	33.1%[activator]	-5.3%	-6.3%	-2.5%	-1.1	-2.9%	7.3%	-21.4%
CCOC(=O)c1sc(NC(=O)CSc2nc(-c3ccco3)cc(C(F)(F)F)n2)c(C#N)c1C	-27.7%	4.1%	-5.4%	1.7%	0.2%	0.4	-11.9%	nt	4.6%
FC(F)(F)c1nnc(-c2ccccc2)nc1Sc1ccccc1	1.7%	3.7%	-14.5%	15.2%	-4.9%	nt	0.0%	0.6%	?
CCN1CCN(c2oc(-c3ccccc3)nc2S(=O)(=O)c2ccc(C)cc2)CC1	nt	2.3%	-1.0%	62.0%[activator]	nt	0.1	-16.5%	14.0%	nt
O=C(c1cc(COc2cccc3cnccc23)on1)N1CCC(c2ccccc2Cl)C1 (configuration not stated)	-5.6%	10.4%	1.9%	4.1%	-4.4%	0.2	-4.2%	-18.0%	-16.4%
COc1ccc(CNc2nc3nc(-c4ccccc4)cc(=O)n3[nH]2)cc1OC	1.7%	-1.5%	-3.1%	-2.5%	-1.4%	-0.2	?	2.9%	-3.6%

# Next compounds:
canonical_smiles	Pol beta inh	APE1 inh	POLK inh	Pol iota inh	BLM helicase inh	TRHR ag	12-LOX inh	ERG-DNA inh	Anesthetic bind
CCOC(=O)CN=C/C(C(=O)Nc1nccs1)=C(/C)O	-2.9%	-2.3%	3.9%	20.5%	-3.8%	-0.2	-4.8%	-12.9%	-6.4%
COc1ccccc1C(=O)NCC(c1cccnc1)N1CCc2ccccc2C1 (configuration not stated)	14.2%	nt	0.6%	23.5%	-0.6%	0.4	-2.8%	-9.3%	-5.5%
CCS(=O)(=O)Nc1ccc2c(c1)N(C(C)=O)c1ccccc1CC2	-18.3%	-0.2%	-0.2%	-7.3%	-5.5%	-0.1	0.0%	4.5%	-16.4%
O=C(O)c1ccc(Cl)c(S(=O)(=O)Nc2cccc(C(=O)Nc3cccc(C(F)(F)F)c3)c2)c1	7.3%	-0.8%	-15.4%	5.7%	-2.4%	0.3	6.7%	-1.5%	-9.8%
CCOc1ccc(CCNC(=O)Nc2ccccc2)cc1OCC	0.2%	31.2%[activator]	-6.1%	-4.3%	-4.7%	-0.3	8.6%	1.5%	8.3%
CNCc1c(OCc2ccccc2F)ccc2ccccc12	-25.2%	-5.5%	1.9%	93.4%[activator]	26.3%	-0.7	-10.3%	3.2%	-14.3%
N#Cc1nc(-c2ccccc2Cl)oc1N1CCN(C(=O)c2ccco2)CC1	33.4%	7.8%	-10.0%	-13.3%	-5.2%	-0.9	0.0%	4.4%	-2.0%
COc1ccccc1-n1c(SCC(=O)N2CCCC2)nc2cccnc21	17.5%	3.3%	-0.1%	-0.6%	4.5%	-0.4	0.0%	-2.8%	-11.6%
O=C(N/C(=C/c1ccccc1Cl)C(=O)N1CCCCC1)c1ccco1	nt	nt	-13.2%	3.3%	nt	nt	77.5%[activator]	0.6%	nt

# From PubChem
